# Screening data as filed in PubChem.
# MOR-DOR inv ag: inverse agonists of MOR-DOR heterodimerization, primary screen, cell-based, luminescence. inhibition, % at 9.3 µM. 0.21% of 340,000 active. Mu-type opioid receptor (Homo sapiens) + Delta-type opioid receptor (Homo sapiens), …. cell-based MOR-DOR heterodimer luminescence, inverse agonism; in the data active = inhibition above about 22%, passing the limit was not always enough;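 note: 0% = cells with DMSO and 100% = wells without cells with DMSO; values of inactives mirror those of a sister screen read the other way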
# PKA-R2B act: activators of PKA-R2B holoenzyme, primary screen, biochemical, fluorescence polarization, Cy5-IP20, human; PKA-R2B holoenzyme dissociation; R2B truncated from residue 108, S112A mutant; 0% DMSO only, 100% 113 µM cGMP; activation, % at 11.4 µM; 0.079% of 340,000 active;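 active = activation above a cutoff set at the mean over all compounds plus 3 SD, cut at about 18% in these data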;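 note: higher means more holoenzyme dissociation and a rise in polarization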
# Target sequence (P31323 whole entry, looked up, other chains not shown, the tested form may be a part): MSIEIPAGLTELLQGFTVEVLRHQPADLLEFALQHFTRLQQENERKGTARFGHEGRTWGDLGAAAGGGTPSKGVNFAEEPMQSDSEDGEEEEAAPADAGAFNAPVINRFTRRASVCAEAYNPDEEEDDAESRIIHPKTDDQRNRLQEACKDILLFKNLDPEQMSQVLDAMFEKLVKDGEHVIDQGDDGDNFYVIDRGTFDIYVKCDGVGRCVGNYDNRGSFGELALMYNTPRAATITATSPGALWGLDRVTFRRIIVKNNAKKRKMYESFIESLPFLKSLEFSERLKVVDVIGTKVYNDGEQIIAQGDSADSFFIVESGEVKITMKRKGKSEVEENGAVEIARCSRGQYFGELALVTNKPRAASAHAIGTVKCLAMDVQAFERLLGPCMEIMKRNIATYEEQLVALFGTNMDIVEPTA
# OPRM1-OPRD1 ag: agonists of OPRM1-OPRD1 heterodimerization, primary screen, cell-based, luminescence; AID 504326, 2011; 0.3% of 340,000 active; cells; activation, % at 9.3 µM; in the data active = activation above about 18%;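 note: 0% = vehicle-treated cells and 100% = reference agonist; values of inactives mirror those of a sister screen read the other way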
# HTR5A inv ctr: HTR5A inverse agonists in luminescence cell assay, primary screen, counter-screen for OPRM1-OPRD1 heterodimer inverse agonist project, full-deck HTS; HTR5A cell line, inverse agonism; inhibition, % at 9.3 µM; 0.083% of 340,000 active; in the data active = inhibition mostly above about 23%, no sharp cut-off; inactive = mostly below about 18%;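 note: 0% = cells with DMSO and 100% = no-cell wells with DMSO; some compounds called inactive have numbers as strong as hits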
# Arrestin-AP2 inh: inhibitors of beta-arrestin/AP2 binding, primary screen, biochemical, GPCR trafficking, flow cytometry; beta-arrestin 1 C-terminal peptide binding to AP2 beta2-adaptin appendage (human); FITC-arrestin peptide / GST-AP2 beads; AP2 beta2 appendage carries R879A mutation; inhibition, % at 10 µM; 0.31% of 340,000 active; AID 504490, 2011;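 active = inhibition above a set limit, near 3 SD of compounds lacking own fluorescence, cut at about 54% in these data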;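 note: plate controls were DMSO wells for no effect and 5 µM unlabelled arrestin peptide for full effect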
#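 System: GST-AP2 R879A glutathione beads; medium: PBS, Tween 20 0.05%, BSA 0.1%; reagent: fluorescein-tagged arrestin peptide at 50 nM final; schedule: pre-incubation 12 min, peptide binding 1 h, room temperature; detection: flow cytometry, FL1 (488/535 nm); read-out: inhibition as reduced fluorescein signal on beads, percent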
# HTR5A ag: HTR5A agonists in luminescence cell assay, primary screen, counter-screen for OPRM1-OPRD1 heterodimer agonist project, full-deck HTS | activation, % at 9.3 µM | 5-hydroxytryptamine receptor 5A (Homo sapiens), P47898 | cell-based | 0.61% of 340,000 active | AID 504692, 2011; in the data active = activation mostly above about 9.5%, no sharp cut-off; inactive = mostly below about 7.6%;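 note: 0% = cells with vehicle only and 100% = reference agonist; strong numbers were not always called active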
# V-ATPase pHluor: regulators of yeast V-ATPase proton pumping, primary screen, pHLuorin cytosolic pH fluorescence; 0.37% of 350,000 active; S. cerevisiae; response, % at 10 µM; in the data active = response mostly above about 7.3%, no sharp cut-off; inactive = mostly below about 5.4%; note: actives read high; inactives centre near 0; some compounds called inactive have numbers as strong as hits; reference of the scale not given here
# DAGLB inhibitor: DAGLB lipase inhibitors, primary screen, biochemical, fluorescence, HTS; Diacylglycerol lipase-beta (Homo sapiens), Q8NCG7; HEK293T DAGLB membrane lysate, EnzChek fluorogenic substrate; inhibition, % at 5.17 µM; 0.059% of 340,000 active; in the data active = inhibition above about 34%;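 note: 0% = enzyme with vehicle and 100% = wells lacking enzyme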
# Target sequence (Q8NCG7 whole entry, looked up): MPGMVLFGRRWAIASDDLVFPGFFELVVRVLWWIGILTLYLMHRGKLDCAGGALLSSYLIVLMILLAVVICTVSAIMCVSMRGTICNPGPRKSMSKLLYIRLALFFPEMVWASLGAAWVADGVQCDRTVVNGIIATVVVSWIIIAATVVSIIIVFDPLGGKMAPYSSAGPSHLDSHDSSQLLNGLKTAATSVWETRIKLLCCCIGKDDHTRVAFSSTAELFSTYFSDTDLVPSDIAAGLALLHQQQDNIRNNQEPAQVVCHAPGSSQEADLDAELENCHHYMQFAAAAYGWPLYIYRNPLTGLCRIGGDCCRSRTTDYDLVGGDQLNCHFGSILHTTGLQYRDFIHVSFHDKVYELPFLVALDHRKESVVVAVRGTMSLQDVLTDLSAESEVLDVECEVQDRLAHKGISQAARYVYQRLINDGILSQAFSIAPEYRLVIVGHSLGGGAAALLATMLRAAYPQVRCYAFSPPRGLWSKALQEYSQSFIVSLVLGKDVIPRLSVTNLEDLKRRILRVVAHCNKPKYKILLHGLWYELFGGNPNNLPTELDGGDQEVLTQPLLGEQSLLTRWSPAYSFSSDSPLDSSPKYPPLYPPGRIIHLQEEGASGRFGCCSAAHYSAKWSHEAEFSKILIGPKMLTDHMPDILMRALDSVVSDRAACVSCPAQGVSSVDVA
# PKA-R1A act: activators of PKA-R1A holoenzyme, primary screen, biochemical, fluorescence polarization, Cy5-IP20, bovine R1A, mouse PKAc. 0.083% of 340,000 active. activation, % at 11.4 µM. AID 504707, 2011. cAMP-dependent protein kinase type I-alpha regulatory subunit (Bos taurus) + …. PKA-R1A dissociation; scaled: DMSO 0%, 113 µM cGMP 100%;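 active = percent activation above the mean of all tested compounds plus 3 SD, cut at about 19% in these data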;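 note: higher means more PKAc released from R1A so a rise in polarization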
# Pemphigus Ab inh: inhibitors of pemphigus antibody binding to DSG3, primary screen, biochemical, bead-based, flow cytometry, scFv-GFP; binding (percent of control), % at 10 µM; 0.48% of 310,000 active; DSG3-coupled beads, scFv-anti-DSG3-GFP binding; active compounds read low;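 active = binding more than 3 SD below its plate's average and above zero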;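 note: hits lower antibody fragment binding to DSG3; some compounds called inactive have numbers as strong as hits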
# Numbers without * were called inactive; . = not tested or not shown.
SMILES,MOR-DOR inv ag,PKA-R2B act,OPRM1-OPRD1 ag,HTR5A inv ctr,Arrestin-AP2 inh,HTR5A ag,V-ATPase pHluor,DAGLB inhibitor,PKA-R1A act,Pemphigus Ab inh
Cc1cccc(-c2nc3ccc(C(=O)NCCN4CCN(C)CC4)cc3nc2-c2cccc(C)c2)c1,-15,-6,3.0,-37,-4,2,3,3,-23,109
COC(=O)C1=C(C(=O)OC)[C@@H]2N(C)c3ccccc3[C@@]23C[C@@H](CO)N(C(=O)NCCBr)C3=N1,12,-1,-2.3,-2,15,1,2,-2,0,99
CCc1cccc(CC)c1NC(=O)C1CCN(C(=O)c2ccco2)CC1,7,-2,-1.1,-7,1,-4,2,-3,-5,98
CC1CCCN(S(=O)(=O)c2ccc(NC(=O)CN3CCCCC3)cc2)C1 (configuration not stated),5,1,-1.1,-10,30,3,-5,1,0,115
CCCOc1ccc(C(=O)NCCN2CCOCC2)cc1,11,-9,-2.2,-10,-23,8,1,-2,-5,112
CNc1nc2[nH]c(=O)c3c(c2s1)OC(N)=C(C#N)C3c1cccc(F)c1 (configuration not stated),20,0,-3.9,25,26,-10,3,1,5,108
COc1ccc(CCNCC(=O)Nc2ccc(C(=O)N3CCCCC3)cc2)cc1,-6,0,0.7,13,-10,-4,-3,-2,4,100
NC(=O)c1ccc[n+](CC(=O)NCc2ccc(Cl)cc2)c1,18,-2,-4.0,-4,0,1,-4,1,-2,117
Cc1ccc(C(=O)CSc2ncnc3ccccc23)o1,1,0,-0.2,3,-3,-1,-2,-3,-7,94
O=C(OCc1cccc(C(F)(F)F)c1)c1ccc[nH]c1=O,4,1,-0.8,-9,-1,3,2,2,-15,106
O=C(CCCCCn1c(=O)[nH]c2ccccc2c1=O)NCCc1c[nH]c2ccccc12,6,-6,-1.2,-39,-6,13*,-3,1,-2,.
Cc1nc2ccccc2c(=O)n1NC(=O)Cc1ccc(Br)cc1,-8,6,1.6,6,11,7,5,-7,5,105
CN(C(=O)CSCC(=O)Nc1ccc(Cl)cc1)C1CCCCC1,-18,-10,3.4,-9,-8,2,7,-2,-2,114
COc1ccc(CNC(=O)[C@H](C)NC(=O)C2CC(=O)N(c3ccc4c(c3)OCO4)C2)cc1 (some centres not stated),-1,-2,0.2,1,55*,0,-7,1,-6,95
Cn1nnnc1SCC(=O)Nc1ccc(C(=O)N2CCN(Cc3ccccc3F)CC2)cc1,1,11,-0.2,-8,-3,3,0,0,-5,109
CCN(CC)S(=O)(=O)c1ccc(OC)c(NC(=S)Nc2cccc(C)c2C)c1,6,-13,-1.0,-19,4,2,6,-1,-4,132
C=CCc1cc(S(=O)(=O)c2ccc(O)c(CC=C)c2)ccc1O,20,-7,-4.2,-4,-1,1,1,3,-14,118
CON(C)c1nc(Oc2ccc(=O)[nH]n2)nc(N(C)C)n1,8,-2,-1.5,2,-5,1,2,2,-1,.
Cc1ccc2ncccc2c1[N+](=O)[O-],12,-1,-2.5,-5,6,-1,0,1,0,100
COC(=O)C/C=C/N(Cc1ccccc1OC)S(=O)(=O)CCl,15,3,-3.1,-3,-16,1,-1,-3,-2,99
CCNC(=O)CSc1nnc(-c2cccs2)o1,15,4,-3.1,-20,-3,2,-1,2,13,100
Cc1cccc(-c2nsc(SCC(=O)NCC3CCCO3)n2)c1 (configuration not stated),0,-9,0.0,9,16,-4,-1,2,-10,.
CCC(CO)Oc1cc(NCc2cccc(C)c2)c2ncn(C(C)C)c2c1 (configuration not stated),-10,-6,2.3,1,-1,6,0,3,3,110
COC(=O)NCC(c1ccco1)N1CCN(c2ccc(F)cc2)CC1 (configuration not stated),10,-2,-1.6,13,-11,-5,-3,-3,-2,99
COc1ccc2nc(NC(=O)CSc3nnc(C)s3)sc2c1,-9,0,1.6,-14,1,0,1,-1,1,98
Cc1ccc2cccc(OCC(=O)N3CCc4ccccc43)c2n1,0,1,0.1,-31,37,0,-1,-2,9,114
CC(=O)N/C(=C\c1ccccc1)C(=O)OCc1ccc(F)cc1,13,6,-2.5,-12,25,5,-8,-2,14,103
CC(=O)N1C(=O)CC(C)N(C(C)=O)c2ccc([N+](=O)[O-])cc21 (configuration not stated),4,-7,-0.8,-6,4,3,0,1,4,85
Cc1ccc(C(=O)NCC(=O)OCC(=O)c2ccc(Br)s2)cc1,19,5,-2.9,-4,2,2,2,-1,-6,100
CC(=O)COC(=O)CNC(=O)c1ccc(Br)cc1,2,0,-0.3,6,0,0,-1,3,-3,116
Cc1c(C)c2c(OCC(=O)N[C@@H](CC(C)C)C(=O)O)cc3c(c2oc1=O)CCC(C)(C)O3,5,0,-1.2,-8,34,2,4,0,0,100
COCCNC(=O)C1CCCN(S(=O)(=O)c2c(C)noc2/C=C/c2cccs2)C1 (configuration not stated),5,-12,-1.0,-5,9,2,-2,-1,1,99
CCOC(=O)c1csc(NC(=O)c2ccc(OCC)cc2)n1,2,-6,-0.3,0,-11,6,-4,0,-12,98
CC1(C)NC(=O)N(CC(=O)OCC(=O)c2ccc(Br)s2)C1=O,20,9,-3.8,16,-11,-4,-5,0,2,87
NC(=S)NN=C1C=CCCC1,-5,-16,1.2,8,-14,-2,1,1,-8,95
COc1ccc(OCCNc2cc(N3CCCCC3)ccc2[N+](=O)[O-])cc1,-5,-3,0.8,-14,0,0,0,-7,-4,108
O=C(Nc1ccc(N2CCCC2)c(Cl)c1)c1cccnc1,-10,7,1.8,-26,-3,9,3,2,-9,111
CCNC(=O)N1C[C@H]2CON(C)[C@H]2C[C@H]1c1ccccc1Br,.,-12,.,.,.,.,2,0,3,.
CCn1c(CNC(=O)c2ccccc2Br)nnc1SCC(=O)NC1=NCCS1,9,1,-1.8,9,-3,3,0,-1,2,112
CCNS(=O)(=O)c1ccc(CCC(=O)N2CCN(c3cc(Cl)ccc3C)CC2)cc1,-9,8,1.9,-7,19,2,-3,1,-3,116
CCOC(=O)c1ccccc1NC(=O)c1cn(-c2ccc(C)c(C)c2)c(=O)c2ccccc12,3,-8,-0.6,-11,-2,3,-2,-5,2,100
COc1ccc(Br)cc1C(=O)Nc1cccc2ncccc12,20,-5,-4.4,0,0,0,2,0,-1,101
Cc1ccc(CNC(=O)c2cccc(S(C)(=O)=O)c2)cc1,4,-8,-0.6,11,-3,5,2,-1,-14,101
CC(C)(C)c1nc2ccccc2c2nnc(SCC(=O)NCc3ccco3)n12,10,-5,-1.8,-28,25,3,0,-1,-4,105
Cc1cc(C(=O)NCC(=O)O)c(C)o1,7,-11,-1.3,6,2,8,-1,-1,-8,101
COc1cccc(C(=O)OCn2nnc3ccccc3c2=O)c1,-16,1,2.5,2,0,-1,-4,0,-3,103
Cc1c(Cl)cccc1NC(=O)[C@@H](NC(=O)c1ccccc1Cl)C(C)C,1,-9,-0.2,14,6,-1,3,0,7,104
O=C(O)[C@H](Cc1c[nH]c2ccccc12)Nc1ncccc1[N+](=O)[O-],13,-6,-2.2,-3,-1,1,2,3,-1,97
Cc1onc(-c2ccccc2)c1C(=O)Nc1sc2c(c1C#N)CCC(C)C2 (configuration not stated),-37,-17,6.3,6,-11,6,0,-12,-9,107
C=CCn1c(SCC(=O)Nc2cc(C)nn2-c2ccccc2)nnc1C1CCCCC1,9,-9,-1.9,8,-24,-3,1,1,1,114
COc1cccc(NC(=O)Nc2cc(C)on2)c1,1,2,-0.1,3,41,3,8,-1,5,96
COc1ccc(OC)c(S(=O)(=O)n2nc(C)cc2C)c1,8,-2,-1.2,5,1,0,3,0,4,99
Cc1cccnc1NC(=O)c1sc2ccccc2c1Cl,14,-6,-2.6,-9,4,5,2,-1,4,105
O=C(Nc1cc(Cl)ccc1Oc1ccccc1)c1ccc(F)cc1,-49,-3,9.3,-15,61*,4,-1,-13,1,99
CC(C)(C)OC(=O)N1CCNc2ccccc2C1,3,4,-0.8,-4,3,2,-1,-3,-4,92
COc1ccc(CNC(=O)CCN2C(=O)c3ccccc3C2=O)cc1OC,3,5,-0.3,-6,-22,2,1,2,9,.
CN(C(=O)COC(=O)CSCc1cccc(Cl)c1)c1c(N)n(Cc2ccccc2)c(=O)[nH]c1=O,7,3,-1.7,-19,-9,8,-1,1,-2,96
CC(C)(C)n1nnnc1C(c1ccncc1)N1CCCCCC1 (configuration not stated),6,-3,-1.2,-32,-22,9,0,1,1,118
COc1cc(C2CC(=O)Nc3cc(C)c(C)cc32)cc(OC)c1OC (configuration not stated),-3,1,0.5,12,-4,-4,-1,1,-9,99
Nn1cc(-c2ccccc2)nc1SCC(=O)Nc1cccc(S(N)(=O)=O)c1,6,1,-1.0,6,33,-2,0,-2,-8,101
# Going on with the list.
SMILES,MOR-DOR inv ag,PKA-R2B act,OPRM1-OPRD1 ag,HTR5A inv ctr,Arrestin-AP2 inh,HTR5A ag,V-ATPase pHluor,DAGLB inhibitor,PKA-R1A act,Pemphigus Ab inh
O=S(=O)(c1ccc(Cl)cc1)N1CCN(Cc2c[nH]c3ccccc23)CC1,-26,-1,5.4,1,6,4,5,-1,-9,104
CCOc1ccc(/C=N/OCC(=O)Nc2ccc(OCc3ccccc3)cc2)cc1OC,-5,-1,0.8,-8,-4,3,-2,-5,-10,90
O=C(NN1C(=O)C2C(C1=O)C1C=CC2C12CC2)c1cccc(Cl)c1 (configuration not stated),9,9,-1.8,-26,6,1,-4,1,-3,97
Cc1cc2ccccn2c1C(=S)NC(=O)c1ccccc1,15,-5,-2.9,-6,2,1,0,18,6,105
CCOc1ccccc1NS(=O)(=O)c1ccc(-n2cccn2)cc1,12,6,-2.3,8,-15,-2,7,2,-2,.
CCN1C(=O)[C@H]2[C@@H](c3ccc(C)cc3)N[C@]3(CCCN(Cc4ccc(Cl)cc4)C3=O)[C@H]2C1=O,.,-8,.,.,.,.,-2,7,-21,108
CCOC(=O)Cn1c(=O)oc2cc(S(=O)(=O)NCC3CCCO3)ccc21 (configuration not stated),7,1,-1.2,6,24,-2,1,0,7,100
COCCNC(=S)NNC(=O)c1cccs1,20,-2,-3.9,-1,23,2,-2,0,0,94
CCN(C[C@H]1N[C@@](CC)(C(=O)OC)[C@H]2C(=O)N(Cc3ccccc3)C(=O)[C@@H]12)C(=O)c1ccc(C(C)(C)C)cc1,1,-2,-0.2,-9,-3,2,-1,-4,-6,94

# Not a hit list (roughly 2.4% active in at least one column).
